# Source: PubChem
# PHOSPHO1 block = PHOSPHO1 (human) inhibition. recombinant PHOSPHO1, absorbance phosphatase assay. inhibition, % at 13.3 µM. Q8TCT1. 290,000 tested, 1.1% active; in the data active means inhibition above about 60%
# GalR3 antagonist = antagonists of human GalR3. HEK293 GalR3-CNG cAMP membrane potential fluorescence; galR3 body fused to GalR1 C-terminus. inhibition, % at 3 µM. 360,000 tested, 0.44% active;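 active means inhibition above the screen-wide average plus 3 SD, cut at about 13% in these data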;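 further: forskolin and galanin both at EC90 stimulate the cells; cAMP rise reported by CNG channel membrane potential dye signal; 0% = forskolin plus galanin with DMSO and 100% = forskolin alone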
# IDE cell inh = inhibits human insulin-degrading enzyme in HEK cells; AID 434962; FAbetaB cleavage, fluorescence polarization; 320,000 tested, 0.41% active; inhibition, % at 5.59 µM; P14735;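 active means percent inhibition above the average of all tested compounds plus 3 SD, set per screening campaign, cut at about 16% in these data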;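 further: IDE supplied by intact live HEK cells; FP after avidin binding of uncleaved biotin substrate so inhibition keeps polarization high; 0% = DMSO wells and 100% = 60 µM reference IDE inhibitor Ii1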
# CRFBP-R2 block = CRF-BP/CRF-R2 complex antagonism | inhibition, % at 11.8 µM | 350,000 tested, 0.59% active | HEK293 CRF-R2/CRF-BP, CRF-induced calcium fluorescence;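 active means inhibition of the ligand-induced calcium signal above about 50% at the single tested concentration, limit read from the data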
# IDE cell activ = boosts human insulin-degrading enzyme activity in HEK cells. P14735. FAbeta-B cleavage, fluorescence polarization; 0% vehicle, 100% cell-free pure enzyme wells. activation, % at 5.96 µM. 340,000 tested, 0.073% active. AID 493087;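 active means activation above the mean of all tested compounds plus 3 SD, set per screening campaign, cut at about 17% in these data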
# M4 PAM = positive allosteric modulators of human muscarinic M4 receptor | P08173 | CHO-K1 hM4/Gqi5, Fluo-8 calcium fluorescence, ACh EC20; 0% = ACh EC20, 100% = maximal ACh | activation, % at 3 µM | 360,000 tested, 0.4% active;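 active means activation above its plate's cutoff, the mean activation of sample wells plus 3 SD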; further: some results filed as inactive read as strong as hits
# Target sequence (P08173 whole entry, looked up): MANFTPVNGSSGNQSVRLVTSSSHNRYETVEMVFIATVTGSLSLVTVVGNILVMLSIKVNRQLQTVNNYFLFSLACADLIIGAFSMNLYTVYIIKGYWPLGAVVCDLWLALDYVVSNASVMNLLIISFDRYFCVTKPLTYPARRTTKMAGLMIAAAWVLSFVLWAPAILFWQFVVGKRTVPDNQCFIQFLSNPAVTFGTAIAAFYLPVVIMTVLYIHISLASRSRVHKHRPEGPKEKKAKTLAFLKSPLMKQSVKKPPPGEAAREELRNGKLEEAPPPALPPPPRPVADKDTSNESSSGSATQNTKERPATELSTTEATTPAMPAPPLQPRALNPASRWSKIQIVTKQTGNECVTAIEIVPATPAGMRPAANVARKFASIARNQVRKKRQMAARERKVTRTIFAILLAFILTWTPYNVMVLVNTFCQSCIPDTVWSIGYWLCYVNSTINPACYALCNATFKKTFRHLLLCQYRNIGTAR
# CRFBP-R2 agonist = agonists of human CRF-binding protein/CRF-R2 receptor complex; HEK293 CRF-R2/CRF-BP, calcium dye fluorescence (FLIPR); percent of saturating CRF peptide response; activation, % at 13.2 µM; 350,000 tested, 0.46% active; AID 588473;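 active means activation of at least 50%, plus an integration ratio under a set limit after plate pattern correction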;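 further: plate controls were neutral control wells without compound for no effect and CRF at EC100 for full effect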
# MEKK3 PB1 HTS = modulators (inhibitors or enhancers) of MEK5 binding to human MEKK3 PB1 domain | Q99759 | bead-based flow cytometry, Alexa488-MEK5 binding to MEKK3; actives lie on both sides; 0 = blocked by unlabeled MEK5, 100 = vehicle | binding response (% of control), % at 10 µM | 290,000 tested, 1.4% active | AID 1529;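 active means binding response more than 3 SD above or below the average of its plate-row segment, actives on both sides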;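 further: Alexa488 bead fluorescence after subtracting the streptavidin-only scavenger bead signal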
# Target sequence (Q99759 whole entry, looked up, the tested form may be a part): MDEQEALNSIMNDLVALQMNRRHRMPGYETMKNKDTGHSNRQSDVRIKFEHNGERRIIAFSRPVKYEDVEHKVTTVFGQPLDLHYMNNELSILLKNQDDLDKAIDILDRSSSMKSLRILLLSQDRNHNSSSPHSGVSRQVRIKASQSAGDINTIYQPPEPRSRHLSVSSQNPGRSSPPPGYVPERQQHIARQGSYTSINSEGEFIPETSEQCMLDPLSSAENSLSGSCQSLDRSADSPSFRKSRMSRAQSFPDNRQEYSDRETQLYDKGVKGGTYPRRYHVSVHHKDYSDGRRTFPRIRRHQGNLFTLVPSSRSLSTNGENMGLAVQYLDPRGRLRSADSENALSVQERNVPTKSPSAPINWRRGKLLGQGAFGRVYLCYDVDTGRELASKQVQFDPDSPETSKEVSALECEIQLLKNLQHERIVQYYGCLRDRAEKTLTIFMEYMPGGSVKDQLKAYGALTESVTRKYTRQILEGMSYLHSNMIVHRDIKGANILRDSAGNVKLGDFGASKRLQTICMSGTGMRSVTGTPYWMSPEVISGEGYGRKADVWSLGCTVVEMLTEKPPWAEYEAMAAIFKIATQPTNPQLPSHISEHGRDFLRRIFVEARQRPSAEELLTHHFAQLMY
# p-CIP stab down = lowers stability of the mouse p/CIP coactivator protein. Q05BA5. F442A p/CIP-EGFP cells, EGFP fluorescence, 16 h. decrease of EGFP signal, % at 10 µM. 290,000 tested, 0.01% active;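 active means EGFP signal decrease of at least 30% at 10 µM or well 3 SD below plate mean, unless failing retest; inactive means the rest, including hits failing retest or dose response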; further: some compounds called inactive have numbers as strong as hits; many of its hits are not listed in these tables
# The depositor's hits bear a star; nt = no result given; [ ] = remark or other dose. Outcome played no part in choosing rows; any-hit rate near 4.2%.
SMILES,PHOSPHO1 block,GalR3 antagonist,IDE cell inh,CRFBP-R2 block,IDE cell activ,M4 PAM,CRFBP-R2 agonist,MEKK3 PB1 HTS,p-CIP stab down
Cc1cccc(NC(=O)CN2CCN(C(=O)C3CCC3)CC2)c1C,nt,-6,-3,1,1,1,-0.4,nt,nt
CC(=O)N(/N=C1/C(=O)Nc2ccccc21)c1ccccc1,39,-8,3,-5,-2,0,-0.8,110,-6
Cc1ccc(C(=O)N/C(=C\c2cccc([N+](=O)[O-])c2)C(=O)NC(Cc2ccccc2)C(=O)O)cc1 (stereo unspecified),4,2,-5,23,4,7,-3.7,105,2
O=C1NCCCC2c3c(cc(Br)c(O)c3Br)OC12N1CCOCC1 (stereo unspecified),-2,-3,7,6,-1,-3,0.7,97,-11
CC1CCCCN1S(=O)(=O)c1coc(C(N)=O)c1 (stereo unspecified),28,6,1,14,5,0,1.2,106,-16
Cc1ccc(C(=O)Nc2ccc(Cl)cc2C)c(Cl)c1,32,-2,-5,6,1,3,-0.8,104,-3
CC(=O)N(C(C)=O)c1ccc(Oc2ccc(Oc3ccc(N(C(C)=O)C(C)=O)cc3)cc2)cc1,nt,-6,nt,-6,nt,-7,1.1,nt,nt
Cc1oc(-c2cccs2)nc1CN1CCC(CO)(CCOc2ccccc2)CC1,10,-8,-3,27,4,-5,-2.2,105,3
O=C(N/C(=C/c1ccccc1)C(=O)N1CCCCC1)c1ccccc1,10,0,-6,8,2,-4,-2.0,108,-24
CCN(C(=O)COC(=O)c1cccc(-n2cnnn2)c1)C1CCCCC1,11,-3,-1,5,1,-10,-1.2,90,4
COc1ccc2c(c1)CCc1c(C(=O)Nc3ccc(OC)c(OC)c3)noc1-2,31,-7,8,6,-6,-10,2.7,96,-16
CN(CCC#N)c1ccc(/C=C(\C#N)c2ccccn2)cc1,-6,7,6,11,-1,-9,2.1,103,-299
COc1cc(/C=N/c2oc(-c3ccccc3)cc2C#N)ccc1O,22,-2,2,2,-4,0,-0.7,97,0
O=C1NN(c2cccc(Br)c2)C(=O)/C1=C/c1ccc(-c2cc([N+](=O)[O-])ccc2O)o1,5,nt,-1,-20,0,10,-7.2,36*[inhibitor],4
CCCCCOc1ccc(CN2CCOCC2)cc1Cl,2,-1,6,-7,-4,-1,1.8,70,-12
Nc1c(S(=O)(=O)c2cccc(Cl)c2)c2nc3ccccc3nc2n1CCN1CCOCC1,5,-3,5,-11,3,6,-1.6,106,-4
CCOC(=O)c1nnn(-c2nonc2N)c1-c1ccc(Br)cc1,-4,-5,-5,25,4,-2,-0.2,86,7
Cc1oc(-c2ccc(Cl)cc2)nc1CN1CCCN(C(=O)c2ccco2)CC1,31,-3,3,-1,7,-5,-3.1,100,9
c1ccc(OCCOCCN2CCOCC2)cc1,0,-1,-3,0,3,5,-1.6,88,-7
CCOC(=O)c1ccc(NC(=O)Cn2nnc(-c3ccccc3C)n2)cc1,-8,-4,-5,18,4,-5,-0.1,105,-8
CCN1C(=O)CC(C(=O)NC)SC1=Nc1cc(Cl)c(O)c(Cl)c1 (stereo unspecified),-3,2,5,6,4,5,-1.8,106,-6
COc1cccc(C(=O)N2CCN(c3nc4cc(C)cc(C)c4cc3C#N)CC2)c1,nt,-3,nt,17,nt,1,0.2,nt,nt
Cn1c(=O)oc2cc(S(=O)(=O)N3CCCc4ccccc43)ccc21,-13,nt,3,-17,-5,-3,-0.7,103,-23
C/C(CC(=O)Nc1ccc(Cl)cc1Cl)=N\NC(=O)C(=O)NCCO,3,-3,3,12,0,-1,-1.4,100,-2
C=CCNC(=O)CC(=O)N/N=C/c1cccc(Br)c1,-8,-4,-2,-2,4,2,-3.0,99,-12
COc1cccc(CN2CCN(Cc3cccn3-c3cccnc3)CC2CCO)c1 (stereo unspecified),1,-6,3,-8,4,-3,1.4,102,7
CCOc1ccc(NC(=O)CSc2ccc(-c3ccco3)nn2)cc1,-1,-3,3,16,2,10,0.1,104,-25
CCN1/C(=C/c2ccc3ccccc3[n+]2CCCS(=O)(=O)[O-])C=Cc2cc(C)ccc21,-113,-5,nt,-8,-1,-1,2.0,100,-21
Cc1ccc(-n2nnnc2SCC(=O)NCC2(N3CCOCC3)CCCCC2)cc1,nt,-3,nt,-4,3,3,0.2,nt,nt
Cc1ccc(C(=O)NNC(=O)c2ccc3ccccc3c2)cc1,nt,-6,nt,0,3,15,-1.7,nt,nt
Cc1ccc(C(=O)N2C(CC(=O)Nc3ccc(Cl)cc3)C(=O)NC3CCCCC32)cc1 (stereo unspecified),32,-7,-5,-2,0,-15,3.5,112,12
O=c1c(Cc2ccc(Cl)cc2Cl)c(O)ccn1Cc1ccc(Cl)cc1,14,2,-2,-9,2,5,2.1,104,-1
CCOC(=O)C1CCN(C(=O)c2cc3ccc(OC)cc3[nH]2)CC1,46,0,-5,13,-3,-10,0.9,110,0
Cn1c(=O)c2cc(S(=O)(=O)Nc3cccc(F)c3)ccc2n(C)c1=O,-4,-2,1,11,-14,4,-1.9,nt,1
CCNC(=S)N/N=C(\C)c1ccc2ccccc2c1OC(F)F,42,2,4,4,-1,8,0.3,95,-7
Cc1c([N+](=O)[O-])cc(C(=O)Oc2ccc(Br)cc2C(=S)N2CCCCC2)cc1[N+](=O)[O-],36,3,-5,2,1,1,-1.3,104,-1
CN1C=CC2=C(C#N)C(N)C(C#N)(C#N)C(c3ccccc3)C2C1 (stereo unspecified),18,-4,5,-24,4,-1,33,nt,-23
COc1ccccc1NC(=S)N(Cc1ccc(C(=O)O)cc1)Cc1ccc(OC)c(OC)c1,11,-3,7,11,3,3,0.9,83,-3
CC(=O)N1[C@H](C)C=C[C@]1(Cc1ccccc1)C(=O)NCCc1c[nH]c2ccccc12,-52,nt,1,-8,3,-3,6.7,100,-6
CCCn1c(SCCc2ccccc2)nc2c1c(=O)[nH]c(=O)n2C,-6,1,8,-21,1,4,0.1,106,-18

# An excerpt from above in order of length of the SMILES, low to high:
SMILES,PHOSPHO1 block,GalR3 antagonist,IDE cell inh,CRFBP-R2 block,IDE cell activ,M4 PAM,CRFBP-R2 agonist,MEKK3 PB1 HTS,p-CIP stab down
CCOc1ccc(NC(=O)CSc2ccc(-c3ccco3)nn2)cc1,-1,-3,3,16,2,10,0.1,104,-25
CCCn1c(SCCc2ccccc2)nc2c1c(=O)[nH]c(=O)n2C,-6,1,8,-21,1,4,0.1,106,-18
COc1cccc(CN2CCN(Cc3cccn3-c3cccnc3)CC2CCO)c1 (stereo unspecified),1,-6,3,-8,4,-3,1.4,102,7
C/C(CC(=O)Nc1ccc(Cl)cc1Cl)=N\NC(=O)C(=O)NCCO,3,-3,3,12,0,-1,-1.4,100,-2
CN1C=CC2=C(C#N)C(N)C(C#N)(C#N)C(c3ccccc3)C2C1 (stereo unspecified),18,-4,5,-24,4,-1,33,nt,-23
COc1cccc(C(=O)N2CCN(c3nc4cc(C)cc(C)c4cc3C#N)CC2)c1,nt,-3,nt,17,nt,1,0.2,nt,nt
COc1ccccc1NC(=S)N(Cc1ccc(C(=O)O)cc1)Cc1ccc(OC)c(OC)c1,11,-3,7,11,3,3,0.9,83,-3
Cc1ccc(C(=O)N2C(CC(=O)Nc3ccc(Cl)cc3)C(=O)NC3CCCCC32)cc1 (stereo unspecified),32,-7,-5,-2,0,-15,3.5,112,12
CC(=O)N1[C@H](C)C=C[C@]1(Cc1ccccc1)C(=O)NCCc1c[nH]c2ccccc12,-52,nt,1,-8,3,-3,6.7,100,-6
Cc1c([N+](=O)[O-])cc(C(=O)Oc2ccc(Br)cc2C(=S)N2CCCCC2)cc1[N+](=O)[O-],36,3,-5,2,1,1,-1.3,104,-1

# The results go on.
SMILES,PHOSPHO1 block,GalR3 antagonist,IDE cell inh,CRFBP-R2 block,IDE cell activ,M4 PAM,CRFBP-R2 agonist,MEKK3 PB1 HTS,p-CIP stab down
CC1CC(C)CN(C(=O)CSc2nc(Cc3cccs3)nc3ccccc23)C1 (stereo unspecified),-38,1,-3,154*,7,-7,-0.6,103,17
Cc1cc(NC(=O)C2Oc3ccccc3OC2C)no1 (stereo unspecified),16,-1,-3,7,2,-2,0.8,103,21
CC(C)[C@H](NC(=O)c1ccc(Cl)cc1Cl)C(=O)NNC(=O)c1ccco1,nt,-2,-3,11,-3,1,-3.1,nt,nt
COc1ccc(NC(=O)C(=O)NCCC2CCCCN2S(=O)(=O)c2ccc(F)cc2)cc1 (stereo unspecified),nt,-7,0,-4,0,-2,0.6,nt,nt
Cc1cc2c(NC(=O)Nc3ccc(C(F)(F)F)cc3)cccc2nn1,-10,8,-3,-1,-2,-14,5.9,99,-4
NC(=O)C1(N2CCCCC2)CCN(C(=O)c2ccc(C#Cc3ccccc3)o2)CC1,13,5,-1,-4,4,-1,-0.4,108,-8
CSc1ccccc1C(=O)N(CC1CCCO1)c1c(N)n(Cc2ccccc2)c(=O)[nH]c1=O (stereo unspecified),nt,2,6,-8,4,4,3.3,nt,nt
CC(C)c1ccc(/C=N/NC(=O)c2nnn(-c3nonc3N)c2CSC2=NCCS2)cc1,6,-11,11,-38,-2,-3,1.0,102,0
COc1cccc(SCc2noc(C(=O)NCCCN3CCOCC3)c2C(=O)NCCCN2CCOCC2)c1,nt,-2,0,10,-2,6,-0.5,102,nt
CC(C)Cc1csc(NC(=O)c2ccc(F)cc2)c1C(=O)O,8,0,6,69*,1,8,3.4,94,-1
CCCCOC(=O)Nc1ccc(N2CCCCC2)cc1,35,0,-4,-8,4,9,-1.4,96,2
CN1CCN(NC(=O)Nc2ccc(Br)cc2Cl)CC1,36,-3,nt,-6,-2,3,2.9,103,-9
CCCCN(C(=O)c1cc(Cl)nc2ccccc12)c1c(N)n(CCCC)c(=O)[nH]c1=O,nt,-2,-4,5,7,9,-0.2,nt,nt
N#Cc1ccc(-c2cccnc2)nc1SCC(N)=O,33,-4,5,0,nt,-2,0.1,99,5
COc1ccccc1N1CCN(CC(=O)Nc2nc(C)c(C(=O)N(C)C)s2)CC1,nt,-2,5,-1,3,-2,1.0,96,4
COc1ccc(C(C)=NOC(=O)c2c(-c3ccccc3Cl)noc2C)cc1CN1CCOCC1,nt,-5,nt,-5,nt,-7,5.0,nt,nt
CC(=O)Nc1ccccc1C(=O)C(=O)Nc1cccc(C(=O)NCC2CCCO2)c1 (stereo unspecified),32,2,1,-2,5,1,0.7,78,-12
N#Cc1ccc2nc3c(nc2c1)CCCC3,25,-5,1,-11,-3,1,-0.6,101,1
CC1=C(C#N)C(NC(=O)c2ccco2)(C(F)(F)F)C(=O)N1 (stereo unspecified),11,-6,0,15,10,11,-3.5,93,-25
Cc1ccc(C(=O)OCC(=O)Nc2cccc(S(=O)(=O)N3CCCCC3)c2)o1,nt,-7,3,0,1,-3,0.1,nt,nt
CC(C)(CN1CCN(c2ccccc2)CC1)NS(=O)(=O)c1ccccc1,6,-5,2,-8,1,14,2.3,94,-2

# Another view of part of the listing above:
CC(=O)N(C(C)=O)c1ccc(Oc2ccc(Oc3ccc(N(C(C)=O)C(C)=O)cc3)cc2)cc1
  PHOSPHO1 block = nt
  GalR3 antagonist = -6
  IDE cell inh = nt
  CRFBP-R2 block = -6
  IDE cell activ = nt
  M4 PAM = -7
  CRFBP-R2 agonist = 1.1
  MEKK3 PB1 HTS = nt
  p-CIP stab down = nt

Cc1oc(-c2cccs2)nc1CN1CCC(CO)(CCOc2ccccc2)CC1
  PHOSPHO1 block = 10
  GalR3 antagonist = -8
  IDE cell inh = -3
  CRFBP-R2 block = 27
  IDE cell activ = 4
  M4 PAM = -5
  CRFBP-R2 agonist = -2.2
  MEKK3 PB1 HTS = 105
  p-CIP stab down = 3
